LEDGF integ inh = blocks HIV-1 LEDGF/p75-dependent DNA integration; hit rate 0.64% among 370,000; AID 743269; inhibition, % at 3.7 µM; TR-FRET IN-LEDGF/p75 DNA integration, Eu/Cy5;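 active = inhibition above the screen-wide mean plus 3 SD, cut at about 13% in these data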;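 also: signal is the Cy5 over europium emission ratio at 671 and 618 nm; 0% = plate median of compound wells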
PRMT1 inh = PRMT1 (human) inhibition, primary screen; Q99873; recombinant PRMT1, activity-based probe fluorescence polarization; inhibition, % at 2.79 µM; hit rate 1.3% among 370,000; AID 652257;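 active = inhibition above about 21% made by adding two undisclosed values, limit read from the data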
HTRA1 inh = inhibitors of human serine peptidase HTRA1. recombinant HTRA1, FP-rhodamine activity-based probe, fluorescence polarization. hit rate 0.5% among 340,000. Q92743. inhibition, % at 5.96 µM; in the data active = inhibition above about 36%;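 also: 0% = enzyme with DMSO and 100% = wells lacking enzyme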
Target sequence (Q92743 whole entry, looked up): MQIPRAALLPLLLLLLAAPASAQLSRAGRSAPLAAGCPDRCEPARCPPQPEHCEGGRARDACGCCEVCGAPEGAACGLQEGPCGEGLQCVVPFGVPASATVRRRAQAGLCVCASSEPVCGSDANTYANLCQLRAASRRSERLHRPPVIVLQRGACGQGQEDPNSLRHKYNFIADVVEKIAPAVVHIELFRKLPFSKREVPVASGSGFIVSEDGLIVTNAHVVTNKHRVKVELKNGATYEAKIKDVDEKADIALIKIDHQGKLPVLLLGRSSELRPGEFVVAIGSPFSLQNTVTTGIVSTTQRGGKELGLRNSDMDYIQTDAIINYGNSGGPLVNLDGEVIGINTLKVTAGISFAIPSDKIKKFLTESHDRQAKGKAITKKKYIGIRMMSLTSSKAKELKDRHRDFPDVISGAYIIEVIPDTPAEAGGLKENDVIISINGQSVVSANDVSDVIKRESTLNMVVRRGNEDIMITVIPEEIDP
MBD2 inh = inhibitors of human MBD2 binding to methylated oligonucleotide | hit rate 0.31% among 370,000 | Q9UBB5 | inhibition, % at 4.4 µM | TR-FRET; in the data active = inhibition above about 13%
Target sequence (Q9UBB5 whole entry, looked up): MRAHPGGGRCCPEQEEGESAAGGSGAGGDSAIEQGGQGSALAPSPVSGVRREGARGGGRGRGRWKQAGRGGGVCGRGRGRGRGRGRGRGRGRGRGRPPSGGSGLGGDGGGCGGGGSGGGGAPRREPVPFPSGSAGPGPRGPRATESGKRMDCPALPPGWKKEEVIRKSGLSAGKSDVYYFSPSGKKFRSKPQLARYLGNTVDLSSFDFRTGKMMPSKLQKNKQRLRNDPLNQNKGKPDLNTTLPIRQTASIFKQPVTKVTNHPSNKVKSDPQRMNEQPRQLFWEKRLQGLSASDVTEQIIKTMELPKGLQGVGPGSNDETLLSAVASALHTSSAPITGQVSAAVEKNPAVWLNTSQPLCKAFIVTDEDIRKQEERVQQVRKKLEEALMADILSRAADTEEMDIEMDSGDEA
rCAG RNA binder = r(CAG) repeat RNA binding. hit rate 1.3% among 370,000. inhibition, % at 3 µM. TO-PRO-1 dye displacement fluorescence;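 active = inhibition above the plate cutoff, the mean of all test compounds on that plate plus 3 SD, cut at about 35% in these data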;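 also: 0% = DMSO alone and 100% = 100 µM mitoxantrone as full dye displacement; higher means more dye released from RNA so lower well fluorescence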
TCR-CD3 inh = blocks the human TCR-CD3 interaction; AID 651800; inhibition, % at 9.4 µM; hit rate 0.37% among 360,000; TAMRA-labeled TCR probe fluorescence, biochemical; in the data active = inhibition above about 19%;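 also: recombinant mutant TCR 2C K166C tagged with TAMRA read by polarization; 0% = receptor in buffer alone and 100% = receptor with positive control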
SIAE primary = inhibitors of human sialic acid acetylesterase SIAE; hit rate 0.69% among 370,000; SIAE FP-Rh probe binding, fluorescence polarization; inhibition, % at 9.66 µM;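 active = inhibition above a cutoff: mean of compounds within the control limits plus 3 SD of those, cut at about 17% in these data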;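 also: 0% = plate median of compound wells and 100% = probe without SIAE protein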
TDP2 inh = blocks human TDP2 phosphodiesterase activity; O95551; inhibition, % at 12.8 µM; AID 720702; recombinant TDP2, T5PNP hydrolysis, p-nitrophenol absorbance 415 nm; hit rate 0.34% among 370,000;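 active = inhibition above the mean of all tested compounds plus 3 SD, set per campaign, cut at about 25% in these data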;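 also: 0% = DMSO with enzyme and 100% = buffer with substrate but no TDP2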
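System: recombinant human TDP2 / Amount: 120 nM TDP2 per well / Also added: 5 mM T5PNP chromogenic substrate / Doses: 12.8 µM single point, 1% DMSO / Incubation: 2 h at 37 °C / Detection: p-Nitrophenol epi absorbance / Evaluation: % inhibition relative to enzyme-containing and enzyme-free wells / Repeats: singlicate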
GC-B act = GC-B (human) receptor activation | HEK293-GC-B cells, CNP EC30, cGMP TR-FRET; 0% at EC30 CNP, 100% saturating CNP | activation, % at 10 µM | hit rate 0.11% among 370,000 | AID 1920062;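 active = activation at 10 µM reaching about 35% in either raw or pattern-adjusted values, limit read from the data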
mABHD4 FP = inhibits mouse alpha/beta hydrolase domain 4 | Q8VD66 | purified mABHD4, FP-Rh probe fluorescence polarization | inhibition, % at 8.92 µM | hit rate 0.54% among 370,000;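 active = inhibition exceeding the mean over every tested compound plus 3 SD, cut at about 30% in these data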;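 also: 0% = plate median of compound wells and 100% = S159A mutant with DMSO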
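Doses – 8.92 µM, single dose · Material – wild-type mouse ABHD4 protein · Replication – single well per compound (singlicate) · Measure – percent inhibition of probe binding, normalized to plate controls · Schedule – 45 min compound pre-incubation plus 60 min probe step, 25 °C · Detection – fluorescence polarization with parallel and perpendicular emission, 525/598 nm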
* hit, by the source's call; · = no result given.

Every second line gives: LEDGF integ inh	PRMT1 inh	HTRA1 inh	MBD2 inh	rCAG RNA binder	TCR-CD3 inh	SIAE primary	TDP2 inh	GC-B act	mABHD4 FP
- CCN1CCN(c2c(Cl)cccc2NC(=O)c2ccc([N+](=O)[O-])o2)CC1
→ 2	-3	2	-3	-5	3	-4	3	1	-5
- Cc1cnc(=O)[nH]c1SCc1ccc(C(F)(F)F)cc1
→ 2	-3	-5	-2	-2	12	-4	-4	-3	2
- Cc1ccc(CNS(=O)(=O)c2ccccc2[N+](=O)[O-])cc1
→ 0	0	3	0	3	2	-6	9	4	0
- CCc1cc(=O)oc2cc(OS(C)(=O)=O)ccc12
→ 3	-2	0	3	5	-2	-9	-7	-5	-14
- CC(OC(=O)C1CSC2(c3ccc(F)cc3)CCC(=O)N12)C(=O)NC(N)=O (centres undefined)
→ 0	0	7	3	-4	7	3	4	2	2
- Cc1ccc(C(=O)NCCNC(=O)c2ccccc2)cc1
→ -4	3	5	0	-2	1	4	-2	-1	-1
- O=C(c1ccc2nccnc2c1)N1CCN(c2cccc(C(F)(F)F)c2)CC1
→ -10	1	4	-3	9	-6	-1	8	2	9
- COc1ccc(-c2oc(NC(=O)CSc3nncn3C)c(C#N)c2-c2ccc(OC)cc2)cc1
→ 3	-6	-1	-3	5	-7	11	-2	3	8
- O=C(Nc1ccc(Cl)cc1)C1C2C=CC3(O2)C1C(=O)N(CCCN1CCCCC1)C3C(=O)NC1CCCCC1 (centres undefined)
→ -2	-2	-2	1	-2	2	2	0	2	-2
- CCC(=O)N1CCc2cc(S(=O)(=O)CCC(=O)N3CCN(c4ccccc4)CC3)ccc21
→ -3	4	7	-3	-4	2	-3	2	1	6
- Cc1nc(-c2ccccc2)sc1C1(C)CC(c2c(Cl)cccc2Cl)=NO1 (centres undefined)
→ 0	1	-30	2	5	-3	-2	10	4	-5
- Cc1ccc(S(=O)(=O)NCC(c2cccnc2)N2CCOCC2)cc1 (centres undefined)
→ 2	0	1	1	-2	3	1	2	2	3
- CN1CCc2c(C#N)c(N3CCOCC3)nc(NCC3CCCO3)c2C1 (centres undefined)
→ 0	-5	·	5	-8	3	8	2	-8	1
- C[C@H](CO)N1C[C@H](C)[C@@H](CN(C)S(=O)(=O)c2cccs2)Oc2ccc(NS(=O)(=O)c3ccccc3)cc2CC1=O
→ 3	-1	-6	-1	7	4	-2	-5	4	-4
- Cc1cccc(NC(=S)Nc2cccc(C(F)(F)F)c2)n1
→ 2	3	-12	-1	1	7	-1	-3	6	-12
- COc1cc(N)c(Cl)cc1C(=O)OCC(=O)Nc1ccc(N2CCOCC2)cc1
→ 1	-1	8	-7	6	1	6	2	0	8
- COc1ccc2c(c1)[C@@H](NC(=O)C(F)(F)F)[C@@H]1CCCC[C@]21c1ccccc1
→ 0	4	·	1	0	-5	-1	-5	-7	-10
- CCc1cc(Cn2nc(-c3ccccc3)cc2C(=O)NCC2CC2)on1
→ -2	1	-15	-1	-4	-8	-2	6	-2	-2
- O=C1NC2(CCCCCCC2)C(=O)N1Cc1ccc(F)cc1
→ 2	0	-6	4	-5	3	-6	-10	4	-3
- COc1ccc(COC(=O)C2=C(C)NC(=O)NC2c2ccccc2F)cc1 (centres undefined)
→ 5	0	-13	-1	2	-7	-1	-5	3	-9
- CC1=C(C(=O)OC2CCCCC2)C(c2ccco2)C2=C(CC(C)(C)CC2=O)N1 (centres undefined)
→ 2	-1	-12	-2	-2	4	-3	-10	-5	0
- [O-][n+]1ccc(OCc2ccccc2)cc1
→ -1	-4	0	-5	-4	-5	-1	9	3	1
- CCc1cccc(NC(=O)CCCN2C(=O)NC(C)(C)C2=O)c1
→ 2	5	2	0	0	-7	3	-16	0	-5
- N#Cc1ccccc1Cn1c(=O)n(CCC(=O)NCc2ccco2)c(=O)c2ccccc21
→ -6	4	-5	2	-2	-2	-3	4	0	-1
- NC(=O)CSc1nnc(NC(=O)c2ccc3ccccc3c2)s1
→ 0	-1	-6	0	6	2	-11	5	-5	8
- Cc1ccc(NC(=S)NCCO)c(C)c1
→ -3	2	9	-4	0	6	4	-4	3	-1
- CN[C@@H](C)C(=O)NC[C@H]1O[C@@H](n2cnc3c(=O)[nH]c(N)nc32)[C@H](O)[C@@H]1O
→ -1	5	·	-4	1	-10	1	-5	6	-5
- C=CCSc1nc2ccsc2c(=O)n1-c1ccccc1
→ -6	1	-1	-1	-5	-3	-3	-1	3	-4
- CSc1nnc(-c2sc3cc(Cl)ccc3c2Cl)n1C
→ -2	0	1	1	-3	-5	-8	-1	1	-4
- COCc1nnc(NS(=O)(=O)c2ccc(NC(C)=O)cc2)s1
→ 1	1	4	1	-2	2	5	6	1	1
- O=C(COc1ccc2c3c(c(=O)oc2c1)CCC3)NCc1ccccn1
→ 5	2	0	-2	-2	-2	1	21	-14	7
- O=C(Nc1ccc(Cl)cc1)C1(S(=O)(=O)c2ccccc2)CC1
→ -2	5	-2	0	1	-6	16	-5	-2	5
- CC(=O)N1CCN(c2ccccc2NC(=O)c2ccc(-c3cccc([N+](=O)[O-])c3)o2)CC1
→ -1	1	-4	-8	-1	1	-1	-10	2	9
- COc1ccc(C(=O)CN(C(=O)c2ccc(Cl)cc2)N2C(=O)C3CCCCC3C2=O)cc1 (centres undefined)
→ -3	-2	-5	-1	1	4	6	-3	0	-1
- Cc1ccc(C(=O)CSc2nc3ccc(C(=O)NCCN4CCCCC4)cc3c(=O)[nH]2)cc1
→ 0	0	-5	3	10	5	2	10	-1	3
- COc1ccc(NC(=O)CN2C(=O)NC3(CCCC3)C2=O)cc1OC
→ 2	0	-6	5	2	-1	6	4	3	-6
- CC(C)CC(c1nnnn1CC1CCCO1)N1CCN(c2cccc(Cl)c2)CC1 (centres undefined)
→ -3	-1	3	2	-7	-10	-2	0	-1	10
- S=c1[nH]nc(-c2ccccc2)n1Cc1ccccc1
→ -1	1	6	1	1	4	5	5	-4	2
- CC(=O)c1cccc(NC(=O)c2ccc(C(=O)Nc3cccc(C(C)=O)c3)nc2)c1
→ 1	1	5	1	-3	0	-6	-7	0	-6
- O=C(NCc1csc(-c2cccs2)n1)c1cccc(Cl)c1
→ 6	-5	-18	2	-1	-2	-1	5	-2	-8
- CN(C)CCCNC(=S)N(CCO)Cc1cc2cc3c(cc2[nH]c1=O)OCO3
→ 1	3	12	1	2	-2	-3	0	-1	0
- C=CCc1ccccc1Oc1cc(OC)nc(N)n1
→ 3	-2	0	-6	-3	7	13	5	-8	-4
- OC(CNCCCN1CCCCC1)COc1ccccc1 (centres undefined)
→ 2	-4	7	-2	-2	1	1	7	7	-3
- O=C1CCCC2=C1C(c1ccsc1)CC(=O)N2c1ccccc1F (centres undefined)
→ -5	4	3	2	-7	-5	-10	-6	2	5
- O=C(Cn1c(=O)cnc2ccccc21)Nc1cccc(S(=O)(=O)N2CCOCC2)c1
→ 4	2	-1	-1	7	0	4	11	1	5
- Cn1c(SCC(=O)c2c(N)n(C)c(=O)n(C)c2=O)nnc1-c1ccccc1
→ 1	-2	-1	3	-1	4	1	-8	1	7
- O=C(CCc1ccccn1)N1CCCC(Nc2cccc(F)c2)C1 (centres undefined)
→ -2	-3	0	-1	-2	0	0	12	3	-1
- COc1ccccc1CC(=O)N1CCC(n2nccc2NC(=O)C2CCOC2)CC1 (centres undefined)
→ -4	2	5	1	-1	5	1	11	-9	3
- CCC(=O)Oc1ccc(C(=O)Nc2c[nH]c(=O)[nH]c2=O)cc1
→ 0	-3	0	1	3	1	2	2	-3	0
- CC(=O)N1CCOC12CCN(Cc1ccccc1)CC2
→ -1	1	4	0	1	-6	2	10	2	-2
- COc1ccc2c(c1OC)C(=O)N(c1ccc(C)cc1)C2
→ 2	-2	0	0	-5	-6	-2	-1	9	7
- CCNC(=S)Nc1ccc2c(c1)c(=O)n(C)n2Cc1ccc(Cl)cc1
→ 1	11	·	3	3	1	2	-14	3	8
- Cc1cc(NC(=O)COc2ccccc2C)ccc1NC(=O)c1ccco1
→ -6	12	-3	8	-1	-4	-10	-19	0	-8
- Cc1nc(-c2ccccc2)sc1-c1ccn[nH]1
→ 3	-3	-8	-1	-5	-1	-5	-14	-2	-1
- O=C(Nc1ccc(F)cc1)N1CCCN(c2nccc(C(F)(F)F)n2)CC1
→ -5	-3	5	3	-8	7	2	7	-10	-6
- Cc1cccc(Cc2nnc(CCC(=O)N(C)Cc3ccncc3C)o2)c1
→ -3	5	4	6	-1	-6	-3	1	2	-3
- Cc1ccc(Cl)cc1NC(=O)Cn1nc(-c2cccs2)ccc1=O
→ -4	2	-9	2	0	2	-11	8	-1	-2
- O=C(COC(=O)CCC(=O)Nc1nccs1)NCc1ccco1
→ -1	4	3	5	-4	-7	-8	3	-2	3
- C#Cc1ccc(NC(=O)C2(C)CCN2C(=O)C2(c3ccccc3)CC2)cc1 (centres undefined)
→ 0	1	·	-6	0	3	-1	-2	-6	-3
- CSc1nc(N)nc(SCC(=O)Nc2ccc(Cl)cc2)c1C#N
→ 0	-2	-75	4	22	13	-90	6	-4	-54

Reprinted at random: two compounds from above, in no set order.
Every second line gives: LEDGF integ inh	PRMT1 inh	HTRA1 inh	MBD2 inh	rCAG RNA binder	TCR-CD3 inh	SIAE primary	TDP2 inh	GC-B act	mABHD4 FP
- Cc1cc(NC(=O)COc2ccccc2C)ccc1NC(=O)c1ccco1
→ -6	12	-3	8	-1	-4	-10	-19	0	-8
- Cc1cccc(Cc2nnc(CCC(=O)N(C)Cc3ccncc3C)o2)c1
→ -3	5	4	6	-1	-6	-3	1	2	-3

Next structures follow:
Every second line gives: LEDGF integ inh	PRMT1 inh	HTRA1 inh	MBD2 inh	rCAG RNA binder	TCR-CD3 inh	SIAE primary	TDP2 inh	GC-B act	mABHD4 FP
- COc1ccc(NC(=O)C2Cc3c(-c4cccc(C(C)=O)c4)ccnc3O2)cc1OC (centres undefined)
→ -3	3	·	4	2	2	-1	15	1	0
- CNc1nc(N)c([N+](=O)[O-])c(Nc2cccc(OC)c2)n1
→ 1	-2	·	3	·	·	-3	-2	-5	2
- Cc1cccc(NCc2ccccc2O)c1C
→ -5	-4	-6	-1	1	5	6	0	-1	-2
- COc1ccc(NC(=O)COC(=O)c2cc(C)oc2C)cc1OC
→ 6	-3	-2	-5	2	-2	-20	-20	-6	-9
- CC1=C(C(=O)OCc2ccccc2)C(c2ccc(-c3ccccc3)cc2)NC(=O)N1CCCC(=O)O (centres undefined)
→ -2	-1	·	3	27	8	-5	5	0	-13
- COc1ccc(CN=C2NN=C(c3ccc(Cl)cc3)CS2)cc1
→ -1	7	-2	2	0	-2	-3	-11	6	-3
- Cc1ccc(C(=O)Nc2cccc3cccnc23)cc1C
→ -1	4	-21	2	3	-4	-12	0	-2	-2
- C=CCn1c(SCC#N)nc2sc(CC)cc2c1=O
→ 3	-3	-4	-2	0	3	-9	8	0	0
- COCc1cccc(-c2csc(C(NC(C)=O)c3ccc(F)c(F)c3)n2)c1 (centres undefined)
→ -7	3	·	6	3	6	1	-4	3	-13
- Cc1cc(=O)oc2c(C)cc(C(C)(C)C)cc12
→ 0	-2	-1	-1	0	8	-3	-3	3	3
- Nc1ccc(Br)cc1Br
→ 0	-2	-5	-1	1	-1	-4	-7	3	3
- Cc1cccc(CSc2ncccc2C(=O)O)c1
→ 2	-1	8	2	1	-1	4	-1	-3	1

These rows are one share of the data (hit frequency here may not be typical).
